CHO-K1 Ca antag: nonselective inhibitor or artifact in parental CHO-K1 cells. actives 0.6% (n = 360,000). ATP-induced calcium, Fluo-8 fluorescence. inhibition, % at 3 µM;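 active = inhibition above a per-plate cutoff, the plate's mean sample inhibition plus 3 SD, cut at about 24% in these data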;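 note: 0% = DMSO plus EC80 ATP and 100% = DMSO alone without ATP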
CHO-K1 Ca PAM: counter-screen for M1 PAMs: effect in parental CHO-K1 cells; activation, % at 3 µM; actives 0.02% (n = 360,000); ATP EC20, Fluo-8 calcium fluorescence; 0% at ATP EC20, 100% at ATP max;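 active = activation above the run cutoff, the mean activation of all test compounds plus 3 SD, cut at about 40% in these data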;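 note: peak over basal fluorescence ratio in a 140 s read after ATP addition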
CHRM1 antagonist: antagonists of human M1 muscarinic receptor; AID 588852; inhibition, % at 3 µM; CHO-K1 hM1, Fluo-8 calcium fluorescence, ACh EC80 antagonist; actives 1.3% (n = 360,000); P11229;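 active = percent inhibition above its own plate's cutoff, namely the mean of that plate's compound wells plus 3 SD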;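 note: peak over basal fluorescence ratio during 140 s after agonist addition; 0% = ACh EC80 plus DMSO and 100% = DMSO alone without agonist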
Target sequence (P11229 whole entry, looked up): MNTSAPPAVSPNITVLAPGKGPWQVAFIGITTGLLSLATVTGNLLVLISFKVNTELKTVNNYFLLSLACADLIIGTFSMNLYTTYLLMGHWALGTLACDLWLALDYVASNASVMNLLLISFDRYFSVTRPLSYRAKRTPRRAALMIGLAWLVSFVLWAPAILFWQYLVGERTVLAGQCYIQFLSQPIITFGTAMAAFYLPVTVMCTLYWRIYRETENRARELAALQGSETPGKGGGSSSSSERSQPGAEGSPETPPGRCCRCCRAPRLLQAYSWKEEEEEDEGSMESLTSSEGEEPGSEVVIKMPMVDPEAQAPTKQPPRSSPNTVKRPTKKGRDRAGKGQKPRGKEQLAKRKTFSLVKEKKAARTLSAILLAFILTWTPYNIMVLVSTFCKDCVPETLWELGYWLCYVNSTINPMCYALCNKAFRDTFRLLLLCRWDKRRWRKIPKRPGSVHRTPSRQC
CHO-K1 Ca ag: counter-screen for M1 agonists: effect in parental CHO-K1 cells; AID 602248; Fluo-8 calcium fluorescence; scaled to maximal ATP response, vehicle zero; activation, % at 3 µM; actives 0.48% (n = 360,000); in the data active = activation above about 15%;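 note: untransfected CHO-K1 host cells lacking M1 receptor as counterscreen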
TAAR1 antagonist: human TAAR1 antagonism | Q96RJ0 | AID 624466 | CHO RD-HGA16 TAAR1, Fluo-8 calcium fluorescence, antagonist | actives 1.5% (n = 360,000) | inhibition, % at 3 µM;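 active = inhibition above a per-plate cutoff, the mean inhibition of test compounds on that plate plus 3 SD, cut at about 49% in these data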;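 note: 0% = DMSO plus EC80 beta-PEA response and 100% = DMSO alone without agonist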
Target sequence (Q96RJ0 whole entry, looked up): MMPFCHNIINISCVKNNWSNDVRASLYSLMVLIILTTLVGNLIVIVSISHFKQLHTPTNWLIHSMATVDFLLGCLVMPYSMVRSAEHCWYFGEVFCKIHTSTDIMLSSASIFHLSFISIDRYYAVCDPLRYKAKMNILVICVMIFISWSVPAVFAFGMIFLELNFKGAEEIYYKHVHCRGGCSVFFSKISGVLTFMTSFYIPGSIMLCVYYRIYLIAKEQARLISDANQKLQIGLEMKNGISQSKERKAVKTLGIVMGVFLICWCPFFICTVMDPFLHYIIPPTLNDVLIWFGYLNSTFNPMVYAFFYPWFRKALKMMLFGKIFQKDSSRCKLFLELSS
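Assay system: RD-HGA16 CHO cells with stable hTAAR1 and Gα16 / Reagent: EC80 β-phenethylamine stimulus / Doses: 3 µM, single point / Timing: dye loading 75 min at 37 °C, then 30 min room temperature / Measured by: Fluo-8 intracellular calcium dye fluorescence, real-time kinetic reads / Controls: vehicle wells and EC80 agonist wells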
CHRM1 agonist: activates human CHRM1 receptor | activation, % at 3 µM | P11229 | actives 0.33% (n = 360,000) | CHO-K1 hM1, Fluo-8 calcium fluorescence, agonist mode; 0% DMSO, 100% acetylcholine EC100;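 active = activation above the run's mean compound activation plus 3 SD, cut at about 16% in these data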;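 note: peak over basal fluorescence ratio within a 140 s kinetic read after compound addition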
M1 PAM: potentiates human M1 receptor response to acetylcholine | actives 0.088% (n = 360,000) | activation, % at 3 µM | AID 588819 | CHO-K1 hM1, Fluo-8 calcium fluorescence, ACh EC20; 0% = ACh EC20, 100% = maximal ACh | P11229; in the data active = activation above about 19%, passing the limit was not always enough
CHO parental Ca: counter-screen for OX1R antagonists: effect in parental CHO cells; actives 0.63% (n = 330,000); inhibition, % at 5.6 µM; parental CHO-K1, ATP-induced calcium, Fluo-8 fluorescence; AID 463079;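 active = inhibition above that plate's mean sample inhibition plus 3 SD, cut at about 26% in these data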;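 note: 0% = ATP-challenged DMSO wells and 100% = DMSO wells without ATP; some compounds past the cut are filed as inactive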
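Assay system: untransfected parental CHO cell line. Also added: ATP agonist challenge. Dosing: one dose, 5.6 µM nominal. Measured by: Fluo-8 fluorescence. Read-out: % inhibition. Benchmarks: ATP wells versus no-ATP DMSO wells. Repeats: no replicates.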
TAAR1 agonist: human TAAR1 agonism | activation, % at 3 µM | Q96RJ0 | actives 0.99% (n = 360,000) | CHO RD-HGA16 TAAR1, Fluo-8 calcium fluorescence; vehicle wells 0%, saturating PEA agonist 100% | AID 624467;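 active = activation above the mean activation of all test compounds in the run plus 3 SD, cut at about 38% in these data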
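Benchmarks: low control DMSO, high control PEA (EC100); System: CHO RD-HGA16 cells carrying human TAAR1 plus Gα16; Detection: Fluo-8 fluorescence, 5 s baseline then 140 s kinetic read; Schedule: 17-24 h plating, Fluo-8 75 min 37 °C, 30 min RT; Read-out basis: % activation from peak over basal fluorescence ratio, DMSO-to-PEA scaled.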
The depositor's hits bear a star; . = not tested or not shown.

compound	CHO-K1 Ca antag	CHO-K1 Ca PAM	CHRM1 antagonist	CHO-K1 Ca ag	TAAR1 antagonist	CHRM1 agonist	M1 PAM	CHO parental Ca	TAAR1 agonist
Cc1onc(-c2ccccc2)c1-c1csc(COc2ccccc2)n1	-17	24	-11	0.4	-26	-3	1	-7	0
Cc1cc(C(O)c2ncc(-c3ccccc3)[nH]2)ccc1F (stereo not drawn)	-13	16	-14	0.6	.	-1	9	.	.
CCC(C)C(=O)Nc1nnc(SCC(=O)Nc2ccc(F)cc2)s1 (stereo not drawn)	-12	0	-7	0.5	-10	-13	13	-20	7
Cc1cccc(N2C(=O)CC(N3CCC(c4nc5ccccc5[nH]4)CC3)C2=O)c1 (stereo not drawn)	-8	8	-3	0.9	1	-5	7	-18	1
COc1ccc(NC(=O)CN2C(=O)NC(C)(c3ccccc3)C2=O)cn1 (stereo not drawn)	3	-14	-14	1.5	4	0	0	.	2
COc1ccccc1C(=O)NCC(=O)N/N=C(\C)Cc1ccccc1	-9	1	-5	2.6	-7	5	3	-13	1
COc1ccc(NC2CCCN(C(=O)CCc3scnc3C)C2)cc1 (stereo not drawn)	-13	8	0	0.7	-3	-4	1	-16	1
CCCCCCNC(=O)c1cc(-c2ccco2)nc2ccccc12	7	-6	3	0.4	28	-2	3	-28	10
Cc1cccc(Cl)c1NC(=O)NCCCN1CCCCC1C (stereo not drawn)	0	10	-5	0.8	-10	-11	7	.	1
CCCNS(=O)(=O)c1cccc(C(=O)NNC(=O)c2cc(C)oc2C)c1	-1	1	5	1.2	3	-1	-1	-17	-1
Cc1ccc(-c2ccc(=O)n(CCC(=O)NCc3ccccn3)n2)cc1	-9	15	-18	0.1	-14	-5	10	-20	9
Cc1c(OCC(=O)NCCCN2CCOCC2)ccc2c(-c3ccccc3)cc(=O)oc12	9	-19	5	0.6	-8	-5	-1	-22	0
O=C(NCc1ccc(Cl)cc1)C1CCN(S(=O)(=O)c2ccccc2)CC1	-6	14	-2	3.7	2	-5	4	-7	2
CCOC1=C2[C@@H](CN(S(=O)(=O)c3ccc(C)cc3)[C@H]2c2cccc3ccccc23)[C@H]2C(=O)N(Cc3ccccc3)C(=O)[C@H]2C1	15	7	-7	0.3	-13	0	8	.	1
Cc1ccc(CSc2nnc(-c3ccccn3)n2N)cc1	-5	11	-9	1.6	-11	-3	8	-9	4
CCN1C(=O)C(O)(CC(=O)c2ccc3c(c2)OCCO3)c2ccccc21 (stereo not drawn)	2	3	2	-0.3	-17	0	2	-6	2
Cc1cc(C(=O)OCC(=O)NNC(=O)c2cccs2)ccc1[N+](=O)[O-]	1	7	-6	2.3	-6	-2	8	-5	2
Cc1ccc(C)c(NC(=O)Cn2nc([N+](=O)[O-])c(Br)c2C)c1	-7	17	1	1.1	-6	-5	1	-8	1
CC(C)Cc1nn2c(N)c(/C=C3\C=Nc4ccccc43)c(=O)nc2s1	2	9	13	4.2	10	-2	-11	-16	1
NC(=O)C1CCN(C(=O)c2ccc([N+](=O)[O-])cc2NC(=O)c2cccs2)CC1	23	-2	-11	0.0	-15	1	8	2	2
Cc1ccc(NC(=O)COC(=O)C2=NN(c3ccccc3)C(=O)CC2)c(Br)c1	-11	-1	-6	-0.1	-18	-6	4	-17	15
CN(C)CCCN(C(=O)c1ccco1)c1nc2ccc(Br)cc2s1	-8	11	0	1.9	-14	8	2	-9	6
CCOC(=O)Cn1c(N)c(C(=O)OC)sc1=S	2	0	-5	-0.1	-2	-3	2	-11	4
COc1cc(S(=O)(=O)NCCOC23CC4CC(CC(C4)C2)C3)c(OC)cc1Cl	1	6	-5	1.4	20	-2	4	-22	-2
NC(=O)CSc1nc2ccc([N+](=O)[O-])cc2[nH]1	-6	12	-6	0.6	-9	-4	5	13	1
O=C(CSc1nnc(Cc2cccs2)n1-c1ccccc1)NC1CCCCC1	-1	23	-25	2.6	13	-4	12	-27	8
COc1cccc(NC(=O)CSc2nncn2N)c1	3	12	-17	0.1	-11	-1	1	-7	4
CN(C)S(=O)(=O)Nc1cccc(NC(=O)CC23CC4CC(CC(C4)C2)C3)c1	3	-22	2	2.0	19	-7	-2	-9	5
Fc1ccc(C2CC(c3cccs3)=NN2C(=S)Nc2ccccc2)cc1 (stereo not drawn)	-10	24	-5	1.0	-13	-7	-4	-8	10
COCCNC(=O)C1(C)CCN(Cc2csc(-c3ccc(Cl)cc3)n2)C1 (stereo not drawn)	-3	13	-17	0.4	-6	-8	3	.	-1
COc1cc(C2NC(=O)NC(C)=C2C(=O)Nc2cccc(C)c2C)cc(OC)c1OC (stereo not drawn)	1	-2	-12	-0.1	19	-3	9	3	3
COC(=O)CC1=NN(c2ccccc2)C(=O)C1	-6	22	-1	1.2	-19	-3	5	11	2
CCC(C)n1c(SCc2ccc([N+](=O)[O-])cc2)nc2ccsc2c1=O (stereo not drawn)	-10	23	4	1.0	34	-5	-4	-26	5
Cc1ccc(NC(=O)CN2C(=O)S/C(=C/c3ccncc3)C2=O)cc1	4	3	-7	1.2	-17	0	4	-10	2
CN(C)c1ccnc(-n2cccc2/C=N/OCc2ccc(F)cc2Cl)c1C#N	-14	20	-13	1.0	6	-4	3	-16	21
Cc1ccc(NC(=O)CN(C)C(=O)COC(=O)CCS(=O)(=O)c2ccc(C)cc2)cc1	1	5	-11	0.2	-31	-3	6	-12	1
COc1ccc(NC(=O)c2oc3ccc(S(=O)(=O)N4CCOCC4)cc3c2C)c(OC)c1	-19	9	-22	0.8	28	-1	13	.	5
COc1ccc(C)cc1N1CC(C(=O)Nc2cccc(C(=O)NC3CC3)c2)CC1=O (stereo not drawn)	-13	23	-12	0.5	-17	-4	3	.	5
COc1ccc(C(=O)Oc2ccc(F)cc2C(=O)/C=C/c2ccc(OC)c(OC)c2)cc1	8	-3	10	1.0	14	-4	-6	-15	2
COc1cc(/C=N/NC(=O)c2cc(-c3ccccc3OC(C)C)nc3ccccc23)ccc1O	-3	21	15	5.5	57*	-7	-4	-20	8
Cc1ccnc2nc(C(=O)OCC(=O)c3c[nH]c4ccccc34)nn12	-2	-3	8	0.5	-24	-2	-2	18	0
CSc1ccc(Cn2c(C)c(C(=O)NCc3ccc4c(c3)OCO4)sc2=O)cc1	-7	21	-8	3.5	39	-4	1	.	1
COc1ccc(C(C(=O)NC2CCCC2)N(Cc2ccco2)C(=O)c2snc(C(N)=O)c2N)cc1OC (stereo not drawn)	14	-6	12	3.4	43	-2	-7	-4	14
CN(C(=O)c1cccc(NC(=O)Cc2cccc([N+](=O)[O-])c2)c1)C1CC1	-7	3	15	0.7	17	-7	-7	-4	9
Cc1ccc(S(=O)(=O)NNC(=O)C(=O)NNS(=O)(=O)c2ccc(C)cc2)cc1	-15	14	9	0.8	-4	-5	-4	-5	0
CCNC(=O)NC(=O)CSc1cccc(C(F)(F)F)c1	-19	-1	-30	-0.1	6	1	6	-4	9
Cc1onc(-c2c(Cl)cccc2Cl)c1C(=O)NC1C(=O)N2C1SC(C)(C)C2C(=O)O (stereo not drawn)	9	-14	0	-0.1	-8	-8	2	-7	-1
CCn1c(=O)c2cc(C(=O)NCc3cccs3)sc2c2ccccc21	11	-6	-12	-0.1	-14	0	13	-4	1
CCCCOC(=O)Nc1nnc(COc2ccccc2)s1	-12	14	-1	0.3	7	-6	-2	-20	5
O=C(CN(c1cccc([N+](=O)[O-])c1)S(=O)(=O)c1ccccc1)N1CCCCC1	-12	12	-16	1.5	10	-6	7	-12	2
CC(=O)NNC(=S)NCCc1ccccc1	-11	-4	-5	0.2	-18	-3	9	-3	2
Cc1cc(C(=O)N2CCC2(C)C(=O)NS(=O)(=O)c2cccc(Cl)c2)nn1C (stereo not drawn)	-16	34	-13	1.1	-21	-1	9	.	2
Cc1cccc(N2CCN(C(=O)c3ccc(N4CCCC4=O)cc3)CC2)c1C	3	11	-20	-0.2	16	-1	0	13	5
CC(=O)NNC(=S)NC(=O)C(c1ccccc1)c1ccccc1	-1	11	0	4.1	19	1	-5	-16	49*
CN(C(=O)c1ccc(OC2CCN(S(=O)(=O)N(C)C)CC2)cc1)C1CCCCC1	-7	6	-2	2.3	4	-1	4	-10	11
Cc1cccc(C)c1NC(=O)COC(=O)C1Cc2ccccc2CN1C(=O)c1ccccc1 (stereo not drawn)	-4	17	12	1.2	-6	-5	-1	-22	-1
C=CCn1c(=O)c(C(=O)NC(C)c2ccccc2)c(O)c2ccccc21 (stereo not drawn)	-11	21	-3	0.4	-10	-3	-5	-26	3

Arranged by heavy-atom count (high to low): some entries from above.
compound	CHO-K1 Ca antag	CHO-K1 Ca PAM	CHRM1 antagonist	CHO-K1 Ca ag	TAAR1 antagonist	CHRM1 agonist	M1 PAM	CHO parental Ca	TAAR1 agonist
CN(C(=O)c1ccc(OC2CCN(S(=O)(=O)N(C)C)CC2)cc1)C1CCCCC1	-7	6	-2	2.3	4	-1	4	-10	11
CCC(C)n1c(SCc2ccc([N+](=O)[O-])cc2)nc2ccsc2c1=O (stereo not drawn)	-10	23	4	1.0	34	-5	-4	-26	5
COC(=O)CC1=NN(c2ccccc2)C(=O)C1	-6	22	-1	1.2	-19	-3	5	11	2

Screening data (PubChem)
